Source: PubChem
LYPLA1 counter: LYPLA1 (human) inhibition in PME1 counter-screen; O75608; inhibition, % at 5.9 µM; recombinant LYPLA1, FP-Rh probe fluorescence polarization; hit rate 0.16% among 320,000;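 active means inhibition above the mean of all tested compounds plus 3 SD, set per campaign, cut at about 14% in these data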;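 further: inhibitors block serine hydrolase probe labeling of LYPLA1 so polarization falls; 0% = enzyme with DMSO and 100% = wells lacking LYPLA1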
Target sequence (O75608 whole entry, looked up): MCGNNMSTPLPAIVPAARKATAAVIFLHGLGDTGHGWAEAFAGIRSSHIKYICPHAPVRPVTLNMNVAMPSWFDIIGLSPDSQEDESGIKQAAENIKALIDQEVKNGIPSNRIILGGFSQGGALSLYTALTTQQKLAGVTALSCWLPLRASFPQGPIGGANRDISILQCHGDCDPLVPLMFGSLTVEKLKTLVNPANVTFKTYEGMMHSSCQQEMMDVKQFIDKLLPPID
GSTO1 counter: counter-screen for RBBP9 inhibitors: inhibitors of human GSTO1; recombinant GSTO1, activity-based probe fluorescence polarization; inhibition, % at 5.96 µM; P78417; hit rate 1.1% among 300,000;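 active means inhibition above the campaign mean inhibition plus 3 SD, cut at about 35% in these data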;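 further: 0% = GSTO1-1 with DMSO and 100% = wells lacking GSTO1-1 enzyme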
Fam108B inh: blocks mouse Fam108B hydrolase in RBBP9 counter-screen; recombinant Fam108B, FP-Rh probe fluorescence polarization; hit rate 0.33% among 300,000; inhibition, % at 9.51 µM;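 active means inhibition above the screen mean inhibition plus 3 SD, computed separately per campaign, cut at about 18% in these data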;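 further: inhibitors lower polarization as less probe binds the enzyme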
PAFAH2 inh: PAFAH2 (human) inhibition; Q99487; hit rate 0.99% among 340,000; recombinant PAFAH2, FP-rhodamine activity probe, fluorescence polarization; inhibition, % at 3.39 µM;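 active means inhibition above the mean over all tested compounds plus 3 SD, cut at about 30% in these data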;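 further: inhibitors block probe labeling of enzyme so polarization drops; 0% = enzyme with DMSO and 100% = wells lacking PAFAH2 protein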
PAD4 FP inh: blocks human protein arginine deiminase 4; Q9UM07; recombinant PAD4, RCA probe fluorescence polarization; inhibition, % at 6.36 µM; hit rate 0.41% among 330,000;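 active means percent inhibition above a cutoff equal to the mean of all tested compounds plus 3 SD, cut at about 15% in these data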;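 further: 0% = PAD4 with RCA probe and DMSO and 100% = probe without PAD4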
PAFAH1B3 inh: inhibitors of human PAFAH1B3; Q15102; recombinant PAFAH1B3, FP-rhodamine probe, fluorescence polarization; inhibition, % at 3.39 µM; hit rate 0.28% among 340,000; AID 492972;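 active means inhibition above the screen-wide average of all tested compounds plus 3 SD, cut at about 25% in these data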;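 further: 0% = enzyme with DMSO only and 100% = wells lacking PAFAH1B3 protein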
PAFAH1B2 FP inh: blocks human PAF acetylhydrolase 1b catalytic subunit 2. P68402. recombinant PAFAH1B2, FP-rhodamine activity probe, fluorescence polarization. inhibition, % at 3.39 µM. hit rate 1.2% among 340,000. AID 492953;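 active means inhibition above the mean of all tested compounds plus 3 SD, cut at about 24% in these data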;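 further: 0% = enzyme with DMSO and 100% = wells lacking PAFAH1B2; many of its hits are not listed in these tables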
Target sequence (P68402 whole entry, looked up): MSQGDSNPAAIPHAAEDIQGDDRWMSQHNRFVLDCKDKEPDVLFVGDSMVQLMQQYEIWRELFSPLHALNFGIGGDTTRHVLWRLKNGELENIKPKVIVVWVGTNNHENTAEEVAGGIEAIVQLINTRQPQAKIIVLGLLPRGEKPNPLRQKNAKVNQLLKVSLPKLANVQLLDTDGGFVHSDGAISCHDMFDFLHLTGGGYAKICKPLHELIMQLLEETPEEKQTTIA
pPAFAH FP inh: inhibitors of human plasma PAF acetylhydrolase (pPAFAH); Q13093; recombinant pPAFAH, FP-rhodamine probe fluorescence polarization; inhibition, % at 3.39 µM; hit rate 1.5% among 330,000; AID 463082;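 active means inhibition above the mean inhibition across the screen plus 3 SD, cut at about 25% in these data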;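 further: inhibitors block binding of the rhodamine activity-based probe so polarization drops; 0% = enzyme with DMSO and 100% = wells lacking pPAFAH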
Target sequence (Q13093 whole entry, looked up): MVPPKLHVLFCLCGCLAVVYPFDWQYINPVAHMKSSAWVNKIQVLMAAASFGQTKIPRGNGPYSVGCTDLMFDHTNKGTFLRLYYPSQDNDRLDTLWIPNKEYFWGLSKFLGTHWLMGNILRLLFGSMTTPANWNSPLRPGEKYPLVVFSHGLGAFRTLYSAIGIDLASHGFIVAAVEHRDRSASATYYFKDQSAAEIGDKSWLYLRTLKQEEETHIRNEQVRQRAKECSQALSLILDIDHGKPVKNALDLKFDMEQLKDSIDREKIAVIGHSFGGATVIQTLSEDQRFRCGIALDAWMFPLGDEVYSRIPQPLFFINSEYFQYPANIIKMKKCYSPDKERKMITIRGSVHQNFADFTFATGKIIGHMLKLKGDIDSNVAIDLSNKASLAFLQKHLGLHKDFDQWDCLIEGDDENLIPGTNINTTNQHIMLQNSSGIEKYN
PME-1 inh: blocks human protein phosphatase methylesterase 1; recombinant PME-1, FP-Rh probe fluorescence polarization; inhibition, % at 5.9 µM; hit rate 0.53% among 320,000; AID 2130;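 active means inhibition above the campaign mean of all compounds plus 3 SD, cut at about 26% in these data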;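 further: competitive labeling of PME-1 active site by serine hydrolase directed probe; 0% = PME-1 with DMSO and 100% = wells lacking PME-1 enzyme; inhibitors block probe labeling so polarization falls and inhibition rises; many of its hits are not listed in these tables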
Active calls of the source: *; / = no result given. The list is partial. The share of hits here may be higher or lower than overall.

[1] O=C(c1ccc(Br)cc1)c1cc([N+](=O)[O-])ccc1N1CCCCC1
[2] O=C(NC(Cc1ccccc1)C(=O)O)/C(=C/c1ccc([N+](=O)[O-])cc1)NC(=O)c1ccc(Br)o1 (centres undefined)
[3] COc1ccc(S(=O)(=O)N(C)C)cc1NC(=O)Cc1cccs1
[4] Clc1c(OCCCn2ccnc2)ccc2ccccc12
[5] Cc1ccc(N2CCN(c3ncccc3[N+](=O)[O-])CC2)c(C)c1
[6] Cc1[nH][nH]c(=O)c1C(c1cc2c(cc1Br)OCO2)c1c(C)[nH][nH]c1=O
[7] Cc1c(-c2ccccc2)nc2ccccc2c1C(=O)NCc1cccs1
[8] O=S1(=O)CCC(N=Cc2cc(Br)ccc2O)C1 (centres undefined)

assay / entry	1	2	3	4	5	6	7	8
LYPLA1 counter	0	6	0	-4	-3	-2	-7	-1
GSTO1 counter	7	4	2	11	-2	16	2	1
Fam108B inh	3	-2	4	1	3	2	2	-2
PAFAH2 inh	-5	-4	-3	0	1	10	-4	-14
PAD4 FP inh	2	4	0	1	1	-15	0	-3
PAFAH1B3 inh	2	5	-1	0	12	1	8	16
PAFAH1B2 FP inh	4	16	-4	4	0	5	4	5
pPAFAH FP inh	3	4	3	0	9	1	13	2
PME-1 inh	6	0	2	-4	-1	1	-3	-4

Quoted from the listing:
Under Fam108B inh, O=C(NC(Cc1ccccc1)C(=O)O)/C(=C/c1ccc([N+](=O)[O-])cc1)NC(=O)c1ccc(Br)o1 (centres undefined) has -2
Under LYPLA1 counter, O=C(c1ccc(Br)cc1)c1cc([N+](=O)[O-])ccc1N1CCCCC1 has 0
Under PME-1 inh, Cc1[nH][nH]c(=O)c1C(c1cc2c(cc1Br)OCO2)c1c(C)[nH][nH]c1=O has 1
Under Fam108B inh, Cc1ccc(N2CCN(c3ncccc3[N+](=O)[O-])CC2)c(C)c1 has 3
Under PAFAH1B2 FP inh, Clc1c(OCCCn2ccnc2)ccc2ccccc12 has 4

The results go on.
[9] COC(=O)c1cc(Br)c(=O)n(Cc2cccnc2)c1
[10] COc1ccc(NC(=O)COC(=O)CCCN2C(=O)c3ccccc3C2=O)cc1Cl
[11] O=c1[nH]c2ccc(S(=O)(=O)N3CCN(c4ccc(F)cc4)CC3)cc2o1
[12] CCC(C)c1ccc(O)c(/C=N/O)c1 (centres undefined)
[13] O=C(O)Cn1c(C(F)(F)F)nc2ccccc21
[14] COc1ccc(CN2CC(=O)N(c3ccccc3C)C2=S)cc1OC
[15] COC(=O)C(=Nc1ccccc1)/C(C(=O)C(=O)N(C)c1ccccc1)=C(\O)c1ccccc1
[16] Cc1cccc(N2CCC(N=CN(C)C)=N2)c1

assay / entry	9	10	11	12	13	14	15	16
LYPLA1 counter	-4	1	0	2	-3	2	-1	7
GSTO1 counter	19	2	6	-2	-1	-6	-12	-2
Fam108B inh	-4	-1	0	1	-1	-5	1	-2
PAFAH2 inh	5	7	2	-2	-2	7	-1	-5
PAD4 FP inh	1	3	-4	2	1	-1	0	-3
PAFAH1B3 inh	-1	8	-2	2	5	1	2	6
PAFAH1B2 FP inh	2	2	5	6	2	-1	5	3
pPAFAH FP inh	1	-1	4	3	4	5	1	5
PME-1 inh	-4	1	0	-1	-1	-6	1	1

[17] COc1ccc(CCNC(=O)CN2CCOc3ccccc32)cc1OC
[18] CCOC(=O)[C@@H]1[C@H]2COc3cc(OC)ccc3[C@@H]2N2C(=O)N(c3ccc(OC)cc3)C(=O)[C@@]12C
[19] COc1nc(OC)nc(N2CCCCCC2)n1
[20] CCOC(=O)c1ccc(NC(=O)c2ccc(NC(=O)C3CCCO3)cc2)cc1 (centres undefined)
[21] Cc1nn(CC(=O)NCCCN2CCC(Cc3ccccc3)CC2)c(=O)c2cc(-c3ccccc3)nn12
[22] O=C(CSc1ncn[nH]1)NCCc1ccc(Cl)cc1
[23] O=C(Nc1ccc(F)cc1F)C1CC(=O)N(Cc2ccccc2)C1 (centres undefined)
[24] O=C(NCC(c1ccco1)N1CCN(c2ccc(F)cc2)CC1)c1ccc2c(c1)OCO2 (centres undefined)

assay / entry	17	18	19	20	21	22	23	24
LYPLA1 counter	-1	/	3	-2	1	-1	0	-2
GSTO1 counter	-5	/	9	-4	7	4	/	3
Fam108B inh	-1	/	0	-3	1	2	/	2
PAFAH2 inh	-3	-1	-2	-5	4	11	3	0
PAD4 FP inh	-2	-2	1	2	-2	-2	-3	1
PAFAH1B3 inh	9	4	-2	5	8	8	2	2
PAFAH1B2 FP inh	2	0	3	4	4	31*	6	6
pPAFAH FP inh	5	-2	-2	6	4	2	-6	3
PME-1 inh	-13	/	1	-10	-1	0	8	3

A second format for part of the listing above:
| No. | smiles | LYPLA1 counter | GSTO1 counter | Fam108B inh | PAFAH2 inh | PAD4 FP inh | PAFAH1B3 inh | PAFAH1B2 FP inh | pPAFAH FP inh | PME-1 inh |
| --- | --- | --- | --- | --- | --- | --- | --- | --- | --- | --- |
| 14 | COc1ccc(CN2CC(=O)N(c3ccccc3C)C2=S)cc1OC | 2 | -6 | -5 | 7 | -1 | 1 | -1 | 5 | -6 |
| 15 | COC(=O)C(=Nc1ccccc1)/C(C(=O)C(=O)N(C)c1ccccc1)=C(\O)c1ccccc1 | -1 | -12 | 1 | -1 | 0 | 2 | 5 | 1 | 1 |

Next section:
[25] O=C(NCC1c2ccccc2CCN1C(=O)CN1CCOCC1)C1CCCCC1 (centres undefined)
[26] COc1ccc(-c2coc3cc4oc(=O)cc(-c5ccccc5)c4cc23)cc1F
[27] CC1(C)Cc2c(c(N3CCOCC3)nc3sc(C(=O)Nc4cccc(Cl)c4)c(N)c23)CO1
[28] c1ccc2oc(-c3ccc(Nc4nc(N5CCCCC5)nc(N5CCOCC5)n4)cc3)nc2c1
[29] O=C(N=C1SC2CS(=O)(=O)CC2N1c1ccc(F)cc1)C1CC1 (centres undefined)
[30] Cc1ccc(/C=C2/SC(=S)N(CCC(=O)N3CCOCC3)C2=O)cc1
[31] CCOC(=O)C1=C(CSc2nccn2C)NC(=O)NC1c1ccc2c(c1)OCO2 (centres undefined)
[32] CSc1nc(N)nc2c1ncn2CC(=O)NCCNc1ccc([N+](=O)[O-])cn1

assay / entry	25	26	27	28	29	30	31	32
LYPLA1 counter	2	2	-3	4	-4	7	-2	/
GSTO1 counter	-2	2	3	-2	3	12	21	/
Fam108B inh	4	-2	2	5	1	2	0	/
PAFAH2 inh	0	-5	4	/	3	0	7	2
PAD4 FP inh	3	-3	2	2	0	-4	-8	-1
PAFAH1B3 inh	-2	-4	10	/	9	1	8	13
PAFAH1B2 FP inh	-1	-1	5	/	1	1	3	5
pPAFAH FP inh	6	2	9	1	3	1	1	2
PME-1 inh	-3	-2	2	2	5	-3	-2	/

[33] CC1CC(C)(C)NC(=S)N1CCCC(=O)N1CCN(c2ccccc2F)CC1 (centres undefined)
[34] COCCNc1nnc(SCC(=O)NNC(=O)c2ccc([N+](=O)[O-])cc2)s1
[35] C[C@@]12CCC3[C@@](CCC4[C@@]3(C)CCC[C@@]4(C)C(=O)N3CCOCC3)(CC1=O)C2 (some centres undefined)
[36] NS(=O)(=O)c1cc2c(cc1Cl)NC(C(Cl)Cl)NS2(=O)=O (centres undefined)
[37] O=c1cc(CO)occ1OCc1c(F)cccc1Cl
[38] CCOC(=O)C1=CN(C)C=C(C(=O)OCC)C1c1ccsc1
[39] Cc1cccc(C)c1NC(=O)CNCC(=O)N(C)C
[40] COc1cc(OC)cc(-c2nnc(SCc3cccnc3)o2)c1

assay / entry	33	34	35	36	37	38	39	40
LYPLA1 counter	-6	1	/	3	-3	0	3	-1
GSTO1 counter	2	8	/	-2	5	6	4	17
Fam108B inh	2	0	/	1	-1	0	1	5
PAFAH2 inh	8	2	3	-5	5	9	9	1
PAD4 FP inh	-5	-3	1	-2	1	8	0	-4
PAFAH1B3 inh	8	5	2	4	13	-5	5	2
PAFAH1B2 FP inh	2	1	3	-1	-1	0	-1	-4
pPAFAH FP inh	1	1	0	4	3	10	6	0
PME-1 inh	-1	4	/	0	-3	0	4	5

[41] NN(Cc1ccccc1)C(=S)Nc1ccc(Cl)c(Cl)c1
[42] O=C(CSc1nc2ccccc2o1)Nc1nc2ccc(Br)cc2s1
[43] COc1cc(N2C(=O)CSC23C(=O)Nc2ccccc23)cc(OC)c1OC (centres undefined)
[44] CC(=O)c1c(C)[nH]c(C(=O)OCc2nnc(-c3ccccc3)o2)c1C
[45] CC(C)COc1ccc(-c2nn(-c3ccccc3)cc2/C=C2/SC(=S)N(CC(=O)O)C2=O)cc1
[46] COc1cc2c(=O)n(CC3CCCO3)c(=O)n(CC(=O)Nc3ccc(F)cc3F)c2cc1OC (centres undefined)
[47] CC(=O)NC1C(OCc2ccccc2)OC2COC(c3ccccc3)OC2C1OCC(=O)O (centres undefined)
[48] CSc1ccc(S(=O)(=O)NCc2ccc(Cl)cc2Cl)cc1

assay / entry	41	42	43	44	45	46	47	48
LYPLA1 counter	1	-2	0	0	-6	2	0	-2
GSTO1 counter	3	-19	-6	-7	-5	-1	-5	0
Fam108B inh	-3	-9	-2	2	-8	-2	-1	-1
PAFAH2 inh	-5	-4	5	26	-2	2	1	1
PAD4 FP inh	4	0	15*	1	10	0	-4	-7
PAFAH1B3 inh	3	6	10	4	3	2	6	4
PAFAH1B2 FP inh	7	-8	0	-3	7	2	9	29*
pPAFAH FP inh	6	7	4	-1	18	-3	-3	-1
PME-1 inh	-7	-10	0	-1	-9	-1	0	10

[49] Cc1cc(C(=O)NNC(=O)/C=C/c2ccccc2Cl)c(C)o1
[50] COc1cc(/C(C)=N/NC(=O)c2cccc(S(=O)(=O)N3CCCC3)c2)cc(OC)c1OC
[51] O=C(COC(=O)c1ccccc1O)NC(=O)c1ccc(OC(F)F)cc1
[52] COc1cc2ccc3c(CCN(C)C)cc(OC)c(OC)c3c2cc1OC
[53] O=C(NCCN1CCN(C(=O)c2ccc([N+](=O)[O-])cc2)CC1)C(=O)Nc1ccc(F)cc1
[54] OCCNc1cc(Cl)ncn1

assay / entry	49	50	51	52	53	54
LYPLA1 counter	0	-3	0	-2	-5	0
GSTO1 counter	3	1	/	2	5	7
Fam108B inh	2	-1	/	3	5	-4
PAFAH2 inh	1	1	0	6	3	-4
PAD4 FP inh	-1	1	-14	0	-5	-1
PAFAH1B3 inh	8	3	4	12	7	1
PAFAH1B2 FP inh	-3	8	0	4	1	2
pPAFAH FP inh	0	-8	-5	-1	-2	4
PME-1 inh	5	-1	-7	1	2	-1
